High-throughput results (PubChem BioAssay)
Lamin A splicing: modulators of lamin A splicing. actives 0.01% (n = 200,000). HeLa LMNA splicing GFP/RFP minigene ratio, 48 h. Potency, µM (top dose mostly 46.1 µM), without a hit: top-dose ratio change, negative = inhibition, actives largely listed as inhibitors; active = well fitted inhibition curve with a large enough effect in the signal ratio, with a control signal flat, not every such curve was filed as active; inconclusive = small, poorly fitted or top-dose-only effect, or effect the other way, or a change in a side signal; the % refers to the signal ratio; note: % is set by controls: 0 for no effect and ±100 for the full control effect
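S3 HeLa cells stably expressing lamin A-EGFP splicing minigene plus DsRed2, 600 cells/well, 48 h compound exposure at 37C. Laser-scanning cytometry; analysed as GFP (500-530 nm)/RFP (575-640 nm) total intensity ratio; 0.5% DMSO vehicle.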
SMN2 splice up: SMN2 splice variant enhancement. HEK293 SMN2-luciferase splicing reporter, luminescence, 30-36 h. Potency, µM (series often up to 46.1 µM), inactives show at the top dose activity change, positive = activation, most hits filed as activators. actives 2.8% (n = 210,000); note: % of control where 0% means no effect; nearly all actives have a fitted effect of over 55% in size
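HEK293 cells carry an SMN2 […]–luciferase reporter in which exon 7 inclusion puts luciferase in frame. Cells were plated 10-12 h before compound addition, then incubated 30-36 h at 37C. ONE-Glo luminescence was read; sodium butyrate at 4.5 mM final served as control.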
Luc counter: Kinase-Glo luciferase inhibition (counter-screen); actives 0.28% (n = 200,000); Potency, µM (series often up to 38.3 µM), inactives show at the highest dose activity change, negative = inhibition, hits mostly inhibitors; Kinase-Glo luciferase, ATP luminescence, 8 min; Q27757; note: % is set by controls: 0 for no effect and ±100 for the full control effect; nearly all actives have a fitted effect of over 60% in size
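Compounds were added to a substrate mix at pH 7.2 (50 mM imidazole, 10 uM ATP, within the enzyme's linear range), followed by Kinase-Glo detection reagent; luminescence was measured after 8 minutes at ambient temperature.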
RECQ1 inh: blocks DNA unwinding by human RECQ1. RECQ1 DNA unwinding, red fluorescence kinetic read. Potency, µM (highest dose often 57.3 µM), for the others: at the top dose activity, negative = inhibition, hits mostly inhibitors. actives 0.54% (n = 240,000);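 note: plate controls were vehicle for no effect and no enzyme for full effect; nearly all actives have a fitted effect of over 30% in size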
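50 nM RECQ1T1 preincubated 15 min with compound in Tris pH 8.0 buffer with MgCl2, DTT, Tween-20 and 2.5 ug/ml poly(dI-dC); started with 200 nM TAMRA/BHQ-2 forked duplex and 2 mM ATP. Unwinding read as fluorescence (525/598 nm), two reads 2 h apart.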
KDM4E inh: blocks human JMJD2E demethylase activity | AID 2147 | Potency, µM (series often up to 57.1 µM), for the others: at the highest dose activity change, negative = inhibition, hits mostly inhibitors | B2RXH2 | JMJD2E catalytic domain, FDH-coupled NADH fluorescence (FDH is formaldehyde dehydrogenase) | actives 1.6% (n = 230,000); active = well fitted inhibition curve with a large enough effect, not every such curve was filed as active; inconclusive = small, poorly fitted or top-dose-only effect, or another doubt; inactive = no such curve, though single readings can be large or run the other way;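 note: 0% = wells with enzyme and -100% = buffer wells without enzyme; nearly all actives have a fitted effect of over 50% in size; many of its hits are not listed in these tables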
Target sequence (B2RXH2 1-337 limits assumed): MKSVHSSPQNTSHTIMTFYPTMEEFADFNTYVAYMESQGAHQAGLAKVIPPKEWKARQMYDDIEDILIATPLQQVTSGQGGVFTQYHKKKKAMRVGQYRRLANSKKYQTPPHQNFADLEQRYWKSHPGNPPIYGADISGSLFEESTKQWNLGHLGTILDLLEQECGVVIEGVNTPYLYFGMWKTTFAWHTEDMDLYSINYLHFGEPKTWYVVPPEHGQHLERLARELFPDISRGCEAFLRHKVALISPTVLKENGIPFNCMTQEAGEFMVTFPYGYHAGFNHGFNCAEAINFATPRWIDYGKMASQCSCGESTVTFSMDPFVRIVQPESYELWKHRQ
Tau fibril ThT: tau fibrillization inhibition (ThT binding). recombinant tau K18 P301L, heparin-induced fibrillization, ThT fluorescence. actives 2.1% (n = 270,000). Potency, µM (doses to about 57.4 µM), without a hit: at the highest dose activity, negative = inhibition, most hits filed as inhibitors. P10636; note: % is set by controls: 0 for no effect and ±100 for the full control effect; nearly all actives have a fitted effect of over 55% in size
Target sequence (P10636 561-689 P618L limits assumed): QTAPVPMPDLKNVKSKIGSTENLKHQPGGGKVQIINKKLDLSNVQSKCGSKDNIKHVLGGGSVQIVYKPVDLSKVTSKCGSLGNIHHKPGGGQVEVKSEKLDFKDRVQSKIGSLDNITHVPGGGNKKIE
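Using a mix of unlabeled (15 uM) and Alexa 594-labeled (0.24 uM) tau K18 P301L, heparin-triggered fibrillization over 6 hr at 37 C was scored by ThT fluorescence.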
ALDH1A1 block: ALDH1A1 (human) enzyme inhibition; Purified ALDH1A1, NADH fluorescence, propionaldehyde substrate; Potency, µM (series often up to 75.3 µM), without a hit: top-dose activity, negative = inhibition, actives largely listed as inhibitors; actives 7.3% (n = 220,000); AID 1030; active = well fitted inhibition curve with a large enough effect, not every such curve was filed as active; inconclusive = small, poorly fitted or top-dose-only effect, or another doubt; inactive = no such curve, though single readings can be large or run the other way;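 note: plate controls were no enzyme wells and a reference inhibitor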
Target sequence (P00352 whole entry, looked up): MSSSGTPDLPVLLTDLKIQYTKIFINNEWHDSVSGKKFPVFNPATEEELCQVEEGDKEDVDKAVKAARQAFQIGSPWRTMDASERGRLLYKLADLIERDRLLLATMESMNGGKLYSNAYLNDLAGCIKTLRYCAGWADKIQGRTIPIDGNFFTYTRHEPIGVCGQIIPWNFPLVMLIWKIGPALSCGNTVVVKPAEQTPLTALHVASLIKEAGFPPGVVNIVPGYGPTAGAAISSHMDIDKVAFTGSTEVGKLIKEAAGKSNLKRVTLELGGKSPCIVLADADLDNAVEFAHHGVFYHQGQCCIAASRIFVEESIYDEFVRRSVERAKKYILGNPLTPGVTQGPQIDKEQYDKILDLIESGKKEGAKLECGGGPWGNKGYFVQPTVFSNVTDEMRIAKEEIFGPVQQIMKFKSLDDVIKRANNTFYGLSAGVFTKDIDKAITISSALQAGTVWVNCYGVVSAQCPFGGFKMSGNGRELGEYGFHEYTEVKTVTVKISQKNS
L3MBTL1 inh: L3MBTL1 (human) inhibition. Q9Y468. AlphaScreen L3MBTL1–H3K9me1 peptide binding. Potency, µM (series often up to 57.1 µM), without a hit: at the top dose activity, negative = inhibition, usual class: inhibitors. actives 0.66% (n = 230,000). AID 485360; note: % is set by controls: 0 for no effect and ±100 for the full control effect; nearly all actives have a fitted effect of over 60% in size
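First, the protein-peptide complex forms for 30 min at room temperature (L3MBTL1 50 nM, biotinylated H3K9me1 peptide 75 nM). Next, compounds are pin-transferred and incubated 30 min. Finally, AlphaScreen beads are added and read after 30 min.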
* = called active by the depositor; i = inactive; ? = inconclusive; nt = not tested or not shown; [ ] = dose if it differs, or a comment. Unless noted, calls come from the whole dose curve; as a rule, active = well fitted curve in the direction sought with a large enough effect; inconclusive = small, poorly fitted or top-dose-only effect, or another doubt; inactive = no such curve, though single readings can be large; an effect the other way counts as inactive or inconclusive. Potency is the fitted concentration of half-maximal effect.

SMILES,Lamin A splicing,KDM4E inh,Tau fibril ThT,RECQ1 inh,Luc counter,L3MBTL1 inh,ALDH1A1 block,SMN2 splice up
O=C(c1ccccc1)N1CCn2c(nc3ccccc32)C1,9.1%,11.9%,-2.7%,i,12.4%,-2.6%,-0.5%,-7.1%
COc1ccc(S(=O)(=O)N2N=C(C)Oc3ccccc3C2=O)cc1,?,6.5%,-9.1%,-0.9%,0.2%,-0.8%,1.8%,?
O=C(C1CCCO1)N1CCN(C(=S)NC2CC2)CC1 (stereo not given),-11.2%[46 µM],-1.7%,6.2%,21.9%,2.1%,8.2%,-0.8%,15.0%
Cc1cc(C)n(CCC(=O)N/N=C/c2cccc([N+](=O)[O-])c2)n1,nt,-3.0%,-1.4%,-1.2%,nt,4.3%,nt,nt
CCOC(=O)c1c(C)cccc1OCC(N)=O,-2.1%,3.8%,-3.6%,i,0.4%,10.4%,-4.7%,2.9%
COc1ccc(-c2noc(Cc3ccccc3OC)n2)cc1,?,?,-16.3%,-11.3%,-5.0%,66.4%[activator],-2.7%,-11.8%
Cc1ccc(C)c(Nc2nc3c(S(=O)(=O)c4ccccc4)nnn3c3ccccc23)c1,-0.2%,?,1.9%,i,-1.7%,-2.0%,?,17.8%
Cc1ccc(C(C(=O)NC2CCCCC2)N(C(=O)c2csnn2)C2CC2)o1 (stereo not given),1.6%,0.4%,-18.0%,-0.9%,-1.4%,nt,-5.9%,?
COCCn1nnnc1C(c1ccc2ncccc2c1)N1CCN(c2ccccc2F)CC1 (stereo not given),2.8%,-4.1%,-2.2%,-1.5%,-1.3%,14.1%,3.4%,-7.4%
N#C/C(=C/N1CCOCC1)c1ccccc1,-12.9%,-2.2%,-5.4%,3.2%,-3.1%,-15.4%,?,17.8%
CN(C)NC(=S)NC1CCS(=O)(=O)C1 (stereo not given),nt,-1.4%,-6.5%,-0.3%,nt,-2.5%,nt,nt
O=C(N/N=C1\CC2CC=CC12)c1ccc(COc2ccccc2)cc1 (stereo not given),?,-2.2%,7.4%,6.0%,6.3%,-4.0%,-4.3%,-53.3%[inhibitor]
COc1cc(-c2nnc(SCC#CCO)o2)cc(OC)c1OC,-13.0%,4.1%,-8.7%,-9.6%,12.2%,-0.5%,-8.1%,10.9%
Cc1cc(=O)n2c(c1C#N)SC1CCCCC12O (stereo not given),4.8%,-9.3%,-4.0%,-5.3%,9.0%,-1.0%,?,-11.8%
Cc1ccc(C(=O)NC2CCCCNC2=O)cc1C (stereo not given),nt,-0.1%,-4.9%,-0.3%,nt,3.2%,nt,nt
Cn1c(=O)c2c(SCC(=O)N3CCOCC3)nc(CC(C)(C)C)nc2n(C)c1=O,-5.4%,-1.5%,0.8%,i,1.5%,-5.2%,-1.7%,?
C1CCC(C23CC4CC(CC(C4)C2)C3)NC1 (stereo not given),-9.9%,2.4%,5.1%,-3.5%,2.7%,5.5%,9.7%,21.9%
COc1ccc(/C=N/c2sc3c(c2C#N)CCN(Cc2ccccc2)C3)c(O)c1,-5.2%,?,?,?,0.6%,-5.1%,5.4%,-6.0%
O=C(Cc1ccc([N+](=O)[O-])cc1)Nc1cc(C(F)(F)F)cc(C(F)(F)F)c1,nt,6.8%,-2.1%,-11.9%,nt,-7.4%,7.0%,nt
O=C(COC(=O)c1cc([N+](=O)[O-])ccc1NCc1ccccc1)NC1CCCc2ccccc21 (stereo not given),-1.7%,-0.8%,-16.6%,-12.7%,-4.0%,nt,?,8.5%
O=C1c2ccsc2SCCN1Cc1ccc(Cl)cc1Cl,?,-10.4%,?,-0.3%,0.0%,5.5%,?,-22.9%
Cc1cc(C)nc(NC(=O)c2c(-c3ccccc3Cl)noc2C)n1,0.4%,-3.8%,-8.1%,-8.2%,-3.6%,-3.4%,0.2%,-23.7%
Cc1noc(C)c1COc1ccc(C(=O)OC(C)C(=O)Nc2ccc(S(=O)(=O)N3CCOCC3)cc2)cc1 (stereo not given),-0.6%,2.0%,-9.5%,-3.4%,0.4%,-1.8%,11.8%,-50.0%[inhibitor]
CCNc1nc(=S)nc(NCc2ccccc2)[nH]1,-1.3%[46 µM],-0.8%,-3.2%,-21.4%,-2.8%,-2.7%,14.2%,-2.4%
CCOC(=O)C1(Cc2cccc(OC)c2)CCN(Cc2ccc(OC)c(O)c2)CC1,nt,4.4%,13.8%,i,6.5%,-14.8%,0.8%,-23.2%
CCC1=NC(c2ccccc2Cl)N(O)C1(C)C (stereo not given),-7.8%,-6.8%,2.1%,-5.4%,-0.1%,5.4%,7.6%,0.8%
O=[N+]([O-])c1ccc(N2CCN(CCOCCO)CC2)c([N+](=O)[O-])c1,-18.3%[46 µM],10µM*,-11.2%,1.4%,-1.5%,15.0%,?,nt
O=C(Nc1ccc(CN2CCOCC2)cc1)c1ccc(-c2ccc(Cl)cc2Cl)o1,?,?,-2.1%,-17.6%,-1.7%,-18.4%,10µM*,-54.6%[inhibitor]
COc1cccc(C2CC(c3cccc(Br)c3)n3nc(N)nc3N2)c1 (stereo not given),-9.9%,1.3%,-14.4%,i,3.5%,-8.8%,-4.1%,13.7%
Cc1cc(Nc2ncc(Cl)cc2Cl)n[nH]1,-7.7%,1.8%,-6.2%,i,18.3%,nt,-4.3%,10.2%

4 entries from above, field by field.
> Cc1cc(C)n(CCC(=O)N/N=C/c2cccc([N+](=O)[O-])c2)n1
  Lamin A splicing: nt
  KDM4E inh: -3.0%
  Tau fibril ThT: -1.4%
  RECQ1 inh: -1.2%
  Luc counter: nt
  L3MBTL1 inh: 4.3%
  ALDH1A1 block: nt
  SMN2 splice up: nt

> COc1ccc(S(=O)(=O)N2N=C(C)Oc3ccccc3C2=O)cc1
  Lamin A splicing: ?
  KDM4E inh: 6.5%
  Tau fibril ThT: -9.1%
  RECQ1 inh: -0.9%
  Luc counter: 0.2%
  L3MBTL1 inh: -0.8%
  ALDH1A1 block: 1.8%
  SMN2 splice up: ?

> Cc1cc(C)nc(NC(=O)c2c(-c3ccccc3Cl)noc2C)n1
  Lamin A splicing: 0.4%
  KDM4E inh: -3.8%
  Tau fibril ThT: -8.1%
  RECQ1 inh: -8.2%
  Luc counter: -3.6%
  L3MBTL1 inh: -3.4%
  ALDH1A1 block: 0.2%
  SMN2 splice up: -23.7%

> COc1ccc(/C=N/c2sc3c(c2C#N)CCN(Cc2ccccc2)C3)c(O)c1
  Lamin A splicing: -5.2%
  KDM4E inh: ?
  Tau fibril ThT: ?
  RECQ1 inh: ?
  Luc counter: 0.6%
  L3MBTL1 inh: -5.1%
  ALDH1A1 block: 5.4%
  SMN2 splice up: -6.0%

(further entries)
SMILES,Lamin A splicing,KDM4E inh,Tau fibril ThT,RECQ1 inh,Luc counter,L3MBTL1 inh,ALDH1A1 block,SMN2 splice up
CCOc1ccc(OCC)c(NC(=O)C2CCCN(c3ncccn3)C2)c1 (stereo not given),0.6%,0.8%,-14.9%,-4.5%,-3.2%,nt,1.7%,21.7%
COc1ccc2[nH]cc(CCN3C(=O)CCC3=O)c2c1,19.5%,4.8%,-6.3%,0.6%,1.3%,nt,7.8%,4.8%
CCCCCC(=O)Nc1cccc(-c2nc3ncccc3o2)c1,-3.4%,?,-2.5%,i,-5.5%,7.3%,?,-10.1%
Cc1ccc(C(=O)NC(=S)NCC2CCCO2)cc1Br (stereo not given),?,0.3%,-6.1%,-5.5%,-0.3%,-13.8%,8.91µM*,20µM*
Cn1c(CNC(=O)OC(C)(C)C)n[nH]c1=S,?,?,1.7%,i,-2.0%,-1.1%,9.5%,nt
O=C(CN1C(=O)c2ccccc2C1=O)OC(C(=O)c1ccc(Cl)cc1)c1ccccc1 (stereo not given),8.7%[0.0737 µM],4.3%,-11.6%,?,0.7%,0.0%,-13.9%,0.3%
C=CCNC(=O)/C(C#N)=C/c1ccccc1[N+](=O)[O-],-20.2%,-25.8%,-13.1%,-10.6%,1.4%,0.9%,?,-7.9%
Cn1c(=O)n(C)c2cc(NC(=O)COc3ccc(Cl)cc3)ccc21,11.5%[46 µM],-9.7%,-24.7%,-14.4%,-0.6%,nt,-4.3%,-41.1%[inhibitor]
COc1cccc(OC2OC3COC(C)(C)OC3C(O)C2NC(C)=O)c1 (stereo not given),9.2%[46 µM],-11.5%,-12.6%,-3.6%,-2.1%,12.4%,4.1%,nt
Cc1ccc(S(=O)(=O)Nc2ccncc2)c(C)c1N(C)S(=O)(=O)c1ccc(Cl)cc1,-16.9%,2.2%,0.5%,-2.1%,-0.2%,-1.6%,-1.8%,nt
CC1(C)CC(=O)C=C(N=CC2=C(O)CC(C)(C)CC2=O)C1,7.9%,0.3%,4.2%,7.4%,-0.7%,nt,8.91µM*,2.8%
C=CCNC(=O)/C(C#N)=C/c1ccc(OS(=O)(=O)c2ccc(C)cc2)c(OC)c1,-15.2%,-9.4%,?,-8.3%,-4.4%,-1.1%,25.1µM*,10.2%
CCN(CC)Cc1ccccc1Sc1ccccc1,9.0%,-4.8%,-0.8%,i,-1.1%,12.4%,7.3%,12.2%
CN(C)c1cccc(NC2=CC(=[N+]3CCOCC3)CC(C)(C)C2)c1,8.2%,4.8%,5.7%,4.0%,8.8%,nt,28.2µM*,-20.0%
Cc1ccccc1Nc1oc(-c2ccccc2)nc1CCc1ccccc1,nt,4.9%,-8.0%,i,-0.2%,nt,?,-4.8%
CC1CCN(S(=O)(=O)c2ccc(C(=O)NCc3cccnc3)cc2)CC1,?,-5.3%,-5.1%,-4.0%,-1.8%,0.1%,1.1%,1.4%
O=C(CSc1nc(COc2ccccc2)nc2ccccc12)NC1CCCC1,22.0%[46 µM],-4.5%,-2.6%,-8.9%,-4.1%,-0.6%,1.9%,nt
CCOC(=O)NNC(=S)Nc1c(C)n(C)n(-c2ccccc2)c1=O,nt,-0.7%,-10.5%,-6.3%,nt,1.9%,2.1%,nt

The list is partial. The share of hits here may be higher or lower than overall.
